# Source: PubChem BioAssay (Broad Institute)
# Cneo AK release: causes C. neoformans cell lysis | 360,000 tested, 0.2% active | lysis activity, % at 15 µM | adenylate kinase release luminescence, 4 h; normalised: neutral wells 0, clomiphene wells 100;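 active = mean lysis activity across replicates of at least 80%, whatever share of replicates individually reach that level; inactive = mean lysis activity below 80%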
#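 Assay system: log-phase C. neoformans yeast / Quantity: yeast cell density of 5 × 10^6 cells/mL / Medium: fresh YPD growth medium / Compound: single dose / Timing: static 4 h at 37 °C with compound, 1 h detection / Measured by: adenylate kinase release luminescence / Read-out: lysis from increased AK signal / Benchmarks: Clomiphene as positive lysis control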
# GSIS activator: primary screen for activators of insulin secretion dependent on glucose, INS-1E cells, GLuc reporter luminescence; INS-1E GLuc reporter insulin secretion, 2-3 h; activation, % at 16.6 µM; 370,000 tested, 0.61% active;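 active = lowest replicate activation of at least 40%, so every replicate reaches that level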;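 note: 0% = median of neutral control wells and 100% = median of IBMX positive control wells; some compounds called inactive have numbers as strong as hits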
# PAX8 reporter: inhibitors of PAX8 transcriptional activity in RMG-I cells; AID 652154; RMG-I TPO-luciferase reporter, SteadyGlo, 24 h; inhibition, % at 12.6 µM; 360,000 tested, 1.2% active;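 active = mean replicate inhibition at least 60% with every replicate also reaching 60%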;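 note: luciferase light reporting Pax8 driven TPO promoter activity; plate controls were median of neutral control wells for no effect and mitoxantrone controls for full effect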
# PglD inh: blocks C. jejuni PglD acetyltransferase activity; 360,000 tested, 0.098% active; purified PglD enzyme, DTNB colorimetric CoA detection; inhibition, % at 12.5 µM; in the data active = inhibition above about 16%, passing the limit was not always enough; note: strong numbers were not always called active
# ARNT-TACC3 inh: ARNT/TACC3 interaction disruption; Q9Y6A5; AlphaScreen His-ARNT PAS-B/GST-TACC3 binding, luminescence; TACC3 fragment carries E629A point mutation; inhibition, % at 9.99 µM; 390,000 tested, 0.66% active;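 active = mean inhibition of replicates at least 50% and at least half of replicates each reaching 50%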;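 note: 0% = complete ARNT plus TACC3 wells and 100% = ARNT alone without TACC3; many hits fall short of the cut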
# PGC1a acetyl inh: modulators of PGC1a acetylation. inhibition, % at 15.6 µM. AID 651687. 350,000 tested, 0.17% active. U2OS PGC1a acetylation, AlphaScreen anti-acetyl-lysine; with virally co-expressed GCN5 acetyltransferase;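 active = every replicate shows inhibition of at least 40%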;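 note: 0% = neutral control wells and 100% = positive control wells; some results beyond the cut were filed as inactive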
# C2C12 statin: suppressors of simvastatin-induced myotoxicity in C2C12 myotubes; ATP luminescence, 48 h; scaled: DMSO 0, geranylgeraniol control 100; rescue of ATP level, % at 7.49 µM; 330,000 tested, 0.78% active; AID 602340;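 active = mean ATP rescue above about 67%, or every replicate alone reaching that limit, limit read from the data, passing the limit was not always enough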;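 note: myotubes were challenged with 10 µM simvastatin during compound exposure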
# LGR2 antag: inhibitors of bursicon-induced Drosophila LGR2 receptor cAMP signaling. HEK293 LGR2, CRE-luciferase, bursicon-stimulated, 4 h. inhibition, % at 9.99 µM. 380,000 tested, 0.35% active. AID 720647;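 active = drop in luminescence signal, shown as inhibition above about 50% in the replicate tests, limit read from the data, passing the limit was not always enough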;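 note: agonist challenge used bursicon conditioned medium at about half maximal strength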
# Numbers without * were called inactive; . = no result given. This is a random part of the collection. About 2.9% of those tested had a hit in this group.
cpd	molecule	Cneo AK release	GSIS activator	PAX8 reporter	PglD inh
1	C[C@H]1CN([C@@H](C)CO)C(=O)c2cc(C3=CCCCC3)cnc2O[C@@H]1CN(C)C(=O)Nc1ccccc1	-15	-26	.	2
2	O=S(=O)(Nc1ccc(-c2cn3ccccc3n2)cc1)c1ccccc1	-5	15	-56	-2
3	CC(=O)NCCC(=O)N1CCCC(C(=O)c2ccc3c4c(cccc24)CC3)C1 (stereo not given)	8	-21	-7	9
4	O=C(C1CCC(C(=O)N2CCCCC2)CC1)N1CCCCC1 (stereo not given)	2	.	.	-3
5	O=C(N[C@@H](Cc1ccc(O)cc1)C(=O)O)c1cccnc1	-3	-10	-11	-8
6	O=C(N[C@H]1CC[C@@H](CCNS(=O)(=O)c2ccc(F)cc2)O[C@@H]1CO)C1CCOCC1	-4	6	1	0
7	CO[C@@H](CN(C)C(=O)C1CCOCC1)[C@H](C)CN(C(=O)Nc1ccc(C(F)(F)F)cc1)[C@@H](C)CO	-1	-11	.	-2
8	COCC(=O)n1nc(-c2ccccc2)nc1NCc1ccc(N(C)C)cc1	-1	7	-65	1
9	O=C(Nc1ccccc1)/C(=C\c1ccc2c(c1)OCO2)NC(=O)c1ccco1	-2	2	.	2
10	O=C(Cc1ccncc1)N1CC(=O)N2[C@H](C1)[C@@H](c1ccc(C3=CCCC3)cc1)[C@@H]2CO	.	18	-11	.
11	Cc1ccc(-c2ccc3c(c2)O[C@@H](CN(C)C(=O)CN(C)C)[C@H](C)CN([C@H](C)CO)S3(=O)=O)cc1	3	17	.	2
12	Cc1ccc(CSCC2Nc3ccc(C(=O)N4CCN(c5ccc(F)cc5)CC4)cc3NC2=O)cc1 (stereo not given)	-1	.	.	3

cpd	ARNT-TACC3 inh	PGC1a acetyl inh	C2C12 statin	LGR2 antag
1	1	-1	15	1
2	6	2	-21	-17
3	-2	-1	4	4
4	10	-1	.	.
5	-3	4	8	1
6	-1	1	0	31
7	7	-4	-12	14
8	3	.	15	-66
9	2	-12	6	8
10	.	1	.	-1
11	4	-5	10	-33
12	-6	15	2	.

# A different layout for part of the listing above.
# Below each SMILES – Cneo AK release	GSIS activator	PAX8 reporter	PglD inh	ARNT-TACC3 inh	PGC1a acetyl inh	C2C12 statin	LGR2 antag
(6) O=C(N[C@H]1CC[C@@H](CCNS(=O)(=O)c2ccc(F)cc2)O[C@@H]1CO)C1CCOCC1
    -4	6	1	0	-1	1	0	31
(3) CC(=O)NCCC(=O)N1CCCC(C(=O)c2ccc3c4c(cccc24)CC3)C1 (stereo not given)
    8	-21	-7	9	-2	-1	4	4

# The results go on:
cpd	molecule	Cneo AK release	GSIS activator	PAX8 reporter	PglD inh
13	N=c1ccn(Cc2ccc(Cl)cc2)cc1	-3	.	.	3
14	O=S1(=O)CCN=C2SC3=C(CCCC3)N21	15	21	.	-1
15	CN1C2CCC1CC(NC(=O)CSc1ccc(Cl)cc1)C2 (stereo not given)	.	-2	-20	.
16	COc1ccc(-c2ccc(SC)nn2)cc1	-1	26	-10	-4
17	Cc1nn(Cc2cccc(C(=O)O)c2)c(C)c1[N+](=O)[O-]	-1	11	12	0
18	N#CCSc1nc2c(cc1C#N)CCCC2	6	.	.	-1
19	CCOC(=O)Cc1c(C)nc2c(-c3ccc(Cl)cc3)cnn2c1C	7	-18	18	3
20	CCC1CCCCN1C(=S)Nc1ccc(S(=O)(=O)Nc2ncccn2)cc1 (stereo not given)	0	-17	20	6
21	O=C(CSc1nnc(NC(=O)c2ccc(F)cc2)s1)NC1CC1	6	8	-77	-6
22	Cc1ccc(S(=O)(=O)NCC[C@H]2CC[C@H](NC(=O)c3cccnc3)[C@@H](CO)O2)cc1	1	-1	-8	0
23	CCOc1ccccc1CN1CCNC(=O)C1CC(=O)NC1CCCCC1 (stereo not given)	0	-6	2	1
24	O=C(NCc1ccco1)C1CCN(c2nc3ccccc3n2Cc2ccc(F)cc2)CC1	6	.	12	-3

cpd	ARNT-TACC3 inh	PGC1a acetyl inh	C2C12 statin	LGR2 antag
13	-8	0	-228	.
14	-6	6	-1	-4
15	0	.	.	-6
16	-3	.	-71	83*
17	-5	-4	.	2
18	-4	6	7	.
19	-9	-11	-5	-34
20	3	4	-4	1
21	-11	-8	-1	-14
22	8	5	-4	19
23	10	7	6	2
24	1	-5	33	-24

# (more compounds)
cpd	molecule	Cneo AK release	GSIS activator	PAX8 reporter	PglD inh
25	COc1ccc(S(=O)(=O)NCC(c2cccnc2)N2CCN(Cc3ccccc3)CC2)cc1 (stereo not given)	0	15	3	1
26	C[C@@H]1CN([C@H](C)CO)C(=O)c2cc(C#CC3CCCC3)cnc2O[C@@H]1CN(C)Cc1ccncc1	7	-6	-2	4
27	COc1ccc(NC(=O)Nc2ccc3c(c2)CC(=O)N([C@@H](C)CO)C[C@@H](C)[C@H](CN(C)S(=O)(=O)c2ccc(Cl)cc2)O3)cc1	.	-32	.	.
28	COc1cccc(C(=O)NCCN2C(=O)S/C(=C/c3cccs3)C2=O)c1OC	.	14	1	.
29	C[C@@H]1CN([C@H](C)CO)C(=O)Cc2cc(NC(=O)Cn3cnnn3)ccc2O[C@H]1CN(C)S(=O)(=O)c1ccc(Cl)cc1	4	1	-2	1
30	COc1ccccc1C(=O)Nc1ccc2c(c1)CCCN2C(=O)c1cccs1	-1	-13	-24	-3
31	COc1ccc(C2CC(=O)C=C(NCc3ccc4c(c3)OCO4)C2)cc1 (stereo not given)	.	17	18	.
32	COc1ccc(CNC(=O)c2ccccc2SC)cc1	1	.	.	-1
33	COc1ccccc1N1CCN(C(=O)COc2cc(C)cc3oc(=O)cc(C)c23)CC1	6	5	22	-3
34	CCC(=O)Nc1ccc2c(c1)C(=O)N(C)C[C@H](OC)[C@@H](C)CN(C(=O)CC)[C@@H](C)CO2	53	-3	.	3
35	COCC(=O)N1C[C@@H](C)[C@@H](OC)CN(C)C(=O)c2cc(NC(=O)c3cnccn3)ccc2OC[C@H]1C	7	8	-10	0
36	Cc1ccc(-c2nn3c(C)nnc3c3ccccc23)cc1S(=O)(=O)NCc1ccco1	0	.	.	7

cpd	ARNT-TACC3 inh	PGC1a acetyl inh	C2C12 statin	LGR2 antag
25	-2	.	-3	4
26	-3	-23	-21	10
27	.	5	-4	0
28	3	-4	.	10
29	-1	4	-19	-2
30	5	-7	-13	-5
31	-2	9	.	-11
32	0	2	.	.
33	-2	0	10	-18
34	-2	10	-16	1
35	-8	6	-12	34
36	-25	0	-20	.

# The list continues:
cpd	molecule	Cneo AK release	GSIS activator	PAX8 reporter	PglD inh
37	CCC(=O)N1[C@@H](CO)[C@@H]2c3ccccc3N(C(=O)NC(C)C)C[C@@H]21	-1	0	0	3
38	COC(=O)c1ccccc1NC(=O)c1ccc2nccnc2c1	-1	12	19	-2
39	COc1ccc(CN(C)CC2CCCN(CCc3ccccc3C)C2)cc1O (stereo not given)	5	7	6	-7
40	O=C(O)CNC(=O)CCN1C(=O)c2ccccc2C1=O	2	11	.	3
41	Cc1cccc(C)c1Nc1c(-c2ccc(N3CCOCC3)cc2)nc2cnccn12	0	-3	-4	1
42	Cc1cccc(NC(=O)CN2C(=O)C3CC=CCC3C2=O)c1C (stereo not given)	0	.	-9	4
43	COc1cc(NC(=O)C2CC(c3c(F)cccc3Cl)=NO2)cc(OC)c1OC (stereo not given)	-1	-32	20	-1
44	C[C@@H]1CCCCO[C@@H](CN(C)S(=O)(=O)c2cccs2)[C@H](C)CN([C@@H](C)CO)C(=O)c2cc(NC(=O)Nc3ccc4c(c3)OCO4)ccc2O1	0	0	-3	0
45	COC(CNC(=O)CNC(=S)N(Cc1ccccc1)Cc1cccnc1)OC	6	6	-4	7
46	O=C(c1cnccn1)N1CC(=O)N2[C@@H](CO)[C@@H](c3ccc(C#CC4CCCCC4)cc3)[C@@H]2C1	.	-10	16	.
47	O=C(CN1CCN(c2nc(-c3ccccc3)cs2)CC1)NNC(=O)c1ccco1	-1	-4	-21	7
48	O=S1(=O)C[C@H](N2CCN(CC3CC3)CC2)[C@@H](COCc2ccccc2)N1	-4	9	-9	4

cpd	ARNT-TACC3 inh	PGC1a acetyl inh	C2C12 statin	LGR2 antag
37	-2	-1	5	3
38	0	3	-2	-2
39	4	-14	0	5
40	-6	2	-7	21
41	-14	-2	.	19
42	.	-11	3	-16
43	-1	.	-1	21
44	-1	-2	.	20
45	-3	-5	4	13
46	.	10	.	-23
47	-6	-2	8	-11
48	.	13	10	-1

# (listing goes on)
cpd	molecule	Cneo AK release	GSIS activator	PAX8 reporter	PglD inh
49	CN(c1ccccc1)S(=O)(=O)c1ccc(Cl)c(C(=O)OCC(=O)NCc2ccco2)c1	-2	-25	15	-2
50	O=C(Nc1cccnc1)Nc1ccc(Br)cc1Cl	-1	17	.	4
51	O=C(C1CCC(CNc2c(N3CCCCC3)c(=O)c2=O)CC1)N1CCN(C2CCCCC2)CC1 (stereo not given)	-1	-11	-1	3
52	CC(=O)N(C)C[C@@H]1OCc2ccccc2-c2ccccc2C(=O)N([C@@H](C)CO)C[C@H]1C	-2	-1	-10	0
53	COc1cc(C(=O)NCCC2=CCCCC2)ccc1OC1CCN(C(C)=O)CC1	3	4	.	1
54	COc1ccc(-c2oc3ccc(-c4cc(OC)c(OC)c(OC)c4)cc3c2C#Cc2ccsc2)cc1	-2	.	16	-2
55	COc1ccc(C2C3=C(CCCC3=O)N(CC(=O)O)C3=C2C(=O)CCC3)cc1Cl	0	23	-12	-5
56	COCCNc1nc(N)c([N+](=O)[O-])c(NCc2ccccc2)n1	.	5	-3	.
57	C/C=C/c1ccc2c(c1)O[C@H](CN(C)CC1CC1)[C@H](C)CN([C@H](C)CO)S2(=O)=O	.	2	.	.
58	CCC(C)N1CC(C(=O)NC2CCCCC2)CC1=O (stereo not given)	-1	.	.	9

cpd	ARNT-TACC3 inh	PGC1a acetyl inh	C2C12 statin	LGR2 antag
49	-4	3	.	8
50	12	-1	-23	-8
51	-3	5	.	-9
52	-2	25	.	14
53	5	.	-5	-7
54	-4	6	6	.
55	7	6	10	15
56	-8	.	5	1
57	.	6	-14	-8
58	21	-7	0	.

# By substructure, the entries above containing a Cl atom (9)
cpd	molecule	Cneo AK release	GSIS activator	PAX8 reporter	PglD inh
13	N=c1ccn(Cc2ccc(Cl)cc2)cc1	-3	.	.	3
15	CN1C2CCC1CC(NC(=O)CSc1ccc(Cl)cc1)C2 (stereo not given)	.	-2	-20	.
19	CCOC(=O)Cc1c(C)nc2c(-c3ccc(Cl)cc3)cnn2c1C	7	-18	18	3
27	COc1ccc(NC(=O)Nc2ccc3c(c2)CC(=O)N([C@@H](C)CO)C[C@@H](C)[C@H](CN(C)S(=O)(=O)c2ccc(Cl)cc2)O3)cc1	.	-32	.	.
29	C[C@@H]1CN([C@H](C)CO)C(=O)Cc2cc(NC(=O)Cn3cnnn3)ccc2O[C@H]1CN(C)S(=O)(=O)c1ccc(Cl)cc1	4	1	-2	1
43	COc1cc(NC(=O)C2CC(c3c(F)cccc3Cl)=NO2)cc(OC)c1OC (stereo not given)	-1	-32	20	-1
49	CN(c1ccccc1)S(=O)(=O)c1ccc(Cl)c(C(=O)OCC(=O)NCc2ccco2)c1	-2	-25	15	-2
50	O=C(Nc1cccnc1)Nc1ccc(Br)cc1Cl	-1	17	.	4
55	COc1ccc(C2C3=C(CCCC3=O)N(CC(=O)O)C3=C2C(=O)CCC3)cc1Cl	0	23	-12	-5

cpd	ARNT-TACC3 inh	PGC1a acetyl inh	C2C12 statin	LGR2 antag
13	-8	0	-228	.
15	0	.	.	-6
19	-9	-11	-5	-34
27	.	5	-4	0
29	-1	4	-19	-2
43	-1	.	-1	21
49	-4	3	.	8
50	12	-1	-23	-8
55	7	6	10	15
